TRPML3 agonist: human TRPML3 channel agonists, primary screen, cell-based, HEK293 TRPML3-YFP, Fluo-8 calcium fluorescence, 3 µM; activation, % at 3 µM; 100% = the carbachol control signal; actives 0.29% (n = 220,000); AID 1448, 2008;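 active means activation above its plate's cutoff, the mean activation of the plate's test wells plus 3 SD, cut at about 12% in these data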;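 further: 0% = DMSO only wells and 100% = carbachol wells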
Target sequence (Q8TDD5 whole entry, looked up): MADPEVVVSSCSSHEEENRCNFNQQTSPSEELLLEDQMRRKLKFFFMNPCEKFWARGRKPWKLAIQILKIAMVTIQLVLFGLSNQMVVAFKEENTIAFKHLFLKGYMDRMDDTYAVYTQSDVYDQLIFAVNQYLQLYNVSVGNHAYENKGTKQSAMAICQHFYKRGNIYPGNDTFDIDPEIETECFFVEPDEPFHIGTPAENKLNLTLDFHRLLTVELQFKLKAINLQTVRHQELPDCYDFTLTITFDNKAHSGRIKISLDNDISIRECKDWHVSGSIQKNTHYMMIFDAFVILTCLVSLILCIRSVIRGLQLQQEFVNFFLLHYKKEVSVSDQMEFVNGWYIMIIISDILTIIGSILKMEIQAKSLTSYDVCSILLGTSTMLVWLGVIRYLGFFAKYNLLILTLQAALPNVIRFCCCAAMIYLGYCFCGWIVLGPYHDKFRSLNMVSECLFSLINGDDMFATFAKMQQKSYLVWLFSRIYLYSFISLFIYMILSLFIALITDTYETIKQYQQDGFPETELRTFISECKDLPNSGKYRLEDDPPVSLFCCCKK
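Material: TRPML3-YFP stable HEK293 cells | Dosing: One concentration, 3 µM nominal, 0.3% DMSO | Timing: 125 s total fluorescence read per well | Technique: Fluo-8 calcium dye fluorescence, ex 470-495, em 515-575 nm | Measure: Percent activation from peak-to-basal fluorescence ratio, scaled between DMSO and carbachol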
PPC-1+TRAIL kill: compounds killing PPC-1 cancer cells with TRAIL present, primary screen, TRAIL potentiator project, ATPLite luminescence, uHTS | PPC-1 cells + TRAIL, ATPLite viability luminescence | AID 1443, 2008 | actives 0.41% (n = 220,000) | cell killing (% activity), % at 4 µM;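 active means cell killing above 50% in the first pass at 4 µM, then a duplicate retest at 5 µM averaging 50% or more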;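 further: plate controls were cells with TRAIL plus DMSO for no effect and medium-only wells lacking cells for full effect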
MDM2 E3 inh: MDM2-luciferase reporter signal enhancers, primary screen, MDM2 E3 ligase inhibitor project, cell-based, luminescence, 1536-well | cell-based MDM2 ubiquitination luciferase reporter, 2 h; 0 = plate control, 100 = twice control, blank-subtracted | E3 ubiquitin-protein ligase Mdm2 (Homo sapiens), Q00987 | AID 1230, 2008 | signal enhancement, % at 5 µM | actives 0.11% (n = 210,000);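 active means signal enhancement of 30% or more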;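 further: luminescence tracks abundance of the self-degrading MDM2-luciferase fusion protein; higher signal means inhibition of MDM2 E3 ligase activity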
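Assay system: mammalian cells stably expressing self-ubiquitinating, self-degrading MDM2 E3–luciferase fusion. Quantity: 2000 cells in each well. Medium: DMEM culture medium. Compound dosing: single-point 5 µM. Timing: cell settling 4 h, compound treatment 2 h, both 37 °C. Technique: luciferase luminescence. Read-out basis: percent signal gain over controls, blank-subtracted. Benchmarks: plate controls and plate blanks.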
NCF1 inh: p47phox/p22phox peptide binding inhibitors, primary screen, biochemical, uHTS, NADPH oxidase regulatory subunit. actives 0.53% (n = 220,000). fluorescence polarization, 2 h. inhibition, % at 24.7 µM. AID 1274, 2008;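 active means inhibition above about 30%, limit read from the data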;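 further: 0% = p47phox with labelled peptide and 100% = labelled peptide alone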
EBV gp42 block: Epstein-Barr virus gp42 inhibitors, primary screen, biochemical, uHTS, fluorescence polarization; actives 0.42% (n = 220,000); inhibition, % (tested at 21.74 µM); Glycoprotein 42 (Epstein-Barr virus (strain AG876)), Q1HVG2; Fluorescence polarization binding assay, mP read-out; in the data active means inhibition above about 50%
Target sequence (Q1HVG2 whole entry, looked up): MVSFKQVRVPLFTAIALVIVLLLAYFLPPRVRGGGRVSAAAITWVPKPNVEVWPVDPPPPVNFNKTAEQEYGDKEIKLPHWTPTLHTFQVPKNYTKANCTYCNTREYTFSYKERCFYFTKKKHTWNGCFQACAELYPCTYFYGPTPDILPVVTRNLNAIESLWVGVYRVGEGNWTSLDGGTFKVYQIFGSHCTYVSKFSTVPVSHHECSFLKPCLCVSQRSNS
CHOP inh: inhibitors of CHOP promoter induction, primary screen, cell-based, unfolded protein response, luciferase reporter; CHO-K1 CHOP-promoter luciferase, tunicamycin-induced, 15-18 h; inhibition, % at 10 µM; actives 3.8% (n = 220,000); AID 2732, 2010;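 active means compounds that reduced the stress-induced luciferase reporter signal by more than about 70% of percent inhibition, limit read from the data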;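 further: 0% = tunicamycin plus vehicle and 100% = wells without tunicamycin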
Runt-SMMHC FRET: inhibitors of RUNX1 Runt–CBFb-SMMHC binding, primary screen, biochemical, FRET, Cerulean-Runt, Venus-CBFb-SMMHC, uHTS. AID 1434, 2008. inhibition, % at 20 µM. Runt-related transcription factor 1 (Homo sapiens) + Core-binding factor subunit beta …. Cerulean-Runt/Venus-CBFb-SMMHC FRET ratio 530/480, 1 h. actives 0.74% (n = 220,000);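 active means mean inhibition across duplicate retests at 20 µM reaching about 50%, limit read from the data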;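 further: 0% = DMSO wells and 100% = wells with excess untagged CBFb-SMMHC; inhibitors lower the FRET ratio by blocking Runt binding to CBFb-SMMHC; some results filed as inactive read as strong as hits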
zfTRPN1 agonist: zebrafish TRPN1 channel agonists, primary screen, cell-based, HEK293, calcium fluorescence. HEK293 zebrafish TRPN1-YFP, Fluo-8 calcium fluorescence; 100% = response to 87 µM carbachol. AID 1424, 2008. activation, % at 3 µM. actives 0.18% (n = 220,000);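 active means activation above its plate's cutoff, the mean activation of test wells on that plate plus 3 SD, cut at about 19% in these data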;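 further: 0% = DMSO alone and 100% = 87 µM carbachol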
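Material: zebrafish TRPN1-YFP in HEK293 cells; Doses: single test compound dose, 3 µM nominal, 0.3% DMSO; Timing: dye loading 1 h at 37 °C, then 30 min room temperature; Technique: intracellular calcium fluorescence with Fluo-8; Benchmarks: high carbachol 87 µM, low DMSO alone.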
TNF necrop inh: inhibitors of TNF-alpha triggered necroptosis, primary screen, cell-based, Jurkat FADD-/-, single concentration | activation (protection from cell death), % at 10 µM | actives 0.068% (n = 220,000) | Jurkat FADD-/- TNF necroptosis rescue, ATP luminescence, 24 h; 0 = TNF only, 100 = no-TNF cells;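 active means activation, meaning protection from cell death, of at least 50% relative to plate controls; inactive means activation below 50%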;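 further: necroptosis triggered by 40 ng/mL TNF-alpha added together with compound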
Starred values were filed as active, the others as inactive; x = not tested or not shown.

The line under a structure holds: TRPML3 agonist, PPC-1+TRAIL kill, MDM2 E3 inh, NCF1 inh, EBV gp42 block, CHOP inh, Runt-SMMHC FRET, zfTRPN1 agonist, TNF necrop inh
COCCOC(=O)c1c(C)n(C)c2ccc(OC(=O)c3cccs3)cc12
  0.6, 0, 11, -7, -6, 10, -1, 1.2, -1.0
COc1ccccc1CNC(=O)c1ccoc1C
  0.7, 23, -12, -13, -5, 9, -3, 0.7, 5.4
COc1ccccc1N1CCN(CCCCOc2ccc(F)cc2)CC1
  0.7, 3, -26, -8, -11, 39, -2, -0.1, 3.3
Cc1cc(C)cc(NC(=O)C2CCCN2C(=O)NC2CCCCC2)c1 (centres undefined)
  0.8, 9, -4, 3, -6, 14, 0, 0.9, 0.3
CCOC(=O)C1=C(C)OC(N)=C(C#N)C1c1cccs1 (centres undefined)
  -0.7, 12, -10, -5, 10, -17, -4, -1.8, -1.7
Cc1nnc(SCC(=O)N2CCCC(C(=O)c3ccc(Cl)cc3)C2)o1 (centres undefined)
  0.9, 4, -2, 2, -7, 5, 0, 0.4, 1.9
COc1ccc(OC)c(NC(=O)CC(Cc2ccccc2OC)C(=O)O)c1 (centres undefined)
  0.6, 2, -6, 10, 0, 7, -3, 1.7, -0.9
COc1ccc2oc(=O)c(C(=O)N3c4ccccc4CC3C)cc2c1 (centres undefined)
  0.5, 2, -19, -1, -14, 40, -2, -0.4, -1.1
N#CN=C1SCCS1
  1.3, 2, -12, -17, 1, 33, 4, 2.0, -0.2
CCC12CN(C(=O)c3ccc(OC)cc3)CC(CC)(CN(C(=O)c3ccc(OC)cc3)C1)C2=O
  -0.6, -5, -28, -11, -17, 17, 1, 0.2, -2.2
O=C(c1cc2ccccc2[nH]1)N1CCOCC1
  0.7, 6, -2, 3, -6, 15, -1, -0.6, 0.4
COC(=O)c1ccccc1SC1CC(=O)N(c2cccc(C)c2)C1=O (centres undefined)
  0.9, 21, 4, 7, 6, 4, 2, 0.9, -0.6
Cc1ccc(S(=O)(=O)NCc2ccc(C(=O)NC3CC3)cc2)cc1
  0.6, 11, -5, -8, 2, 27, 3, 1.2, 33
FC(F)(F)c1ccccc1/C=N/Nc1ccccn1
  -1.5, 4, -5, -8, -9, 14, -1, -1.9, 5.9
CCc1ccc(-c2nn(-c3cc(Cl)ccc3[N+](=O)[O-])c(=O)c3ccccc23)cc1
  0.9, -1, -4, -2, 5, 41, -4, 1.7, 1.3
O=C(O)CNC(=S)N(Cc1cccs1)C1CCCCC1
  0.7, 12, -13, -9, -13, -6, 2, 1.7, 1.6
Cc1ccc(C(=O)C(C)OC(=O)C2CC(=O)N(C3CCCCC3)C2)cc1 (centres undefined)
  0.1, 12, -18, 13, -15, -1, -5, 0.2, 0.7
CCN(CC)S(=O)(=O)c1ccc(Cl)c(NC(=O)CCCCl)c1
  -0.3, 17, -75, -3, -2, 2, -3, -1.0, -0.3
O=C(CN1CCN(S(=O)(=O)c2ccc3ccccc3c2)CC1)Nc1ccc(N2CCOCC2)cc1
  0.7, -8, -4, 3, -7, 11, -9, 0.8, 2.1
COc1ccc(OC)c(-c2c(C#N)c(N)nc3c2c(=O)nc2sccn23)c1
  0.0, -7, -9, 8, -2, -14, 0, 0.5, 1.0
CCOC(=O)N1CCN(CC(O)COCc2cc(OC)c(OC)c(OC)c2)CC1 (centres undefined)
  0.2, 19, 1, 2, -17, -17, -4, -0.7, 2.0
CC(C)=CCc1c(O)cc2oc3c(CC=C(C)C)c(O)c(O)c(CC=C(C)C)c3c(=O)c2c1O
  x, 1, -20, -10, -15, 97*, -15, x, -20
Cc1cccn2c(=O)c3cc(C(=O)NCCCn4ccnc4)n(C)c3nc12
  0.2, -3, -15, 3, 39, -8, 11, -0.2, 0.4
Cc1nn(Cc2ccccc2)c2c1C(c1cccnc1)C(C#N)=C(N)O2 (centres undefined)
  0.2, 19, -3, 7, 16, -23, -8, 0.6, -4.0
Cc1ccc(-c2csc(-c3c[nH]c4ccccc34)n2)c(C)c1
  0.5, 12, -2, -10, 12, 24, 0, -0.4, -15
CCn1c(SCc2ccc(Cl)cc2)nnc1-c1ccccc1
  -0.8, 15, x, -5, 1, 3, 3, -1.0, 1.5
O=C1CCCc2c1cc(C(=O)Nc1ccc(Br)cn1)c(=O)n2-c1ccccc1
  0.4, 7, 7, -3, -1, 2, -5, 2.7, -4.0
CC(C)(C)c1ccc(-c2nnc(SCC(=O)c3ccc4c(c3)OCCO4)o2)cc1
  2.3, 13, -11, -9, -6, 6, 0, 0.9, -1.7
CCOC(=O)CSc1cc(C)c(C#N)c2nc3ccccc3n12
  0.8, -1, -4, -13, -10, -17, 59, 0.7, -6.7
COc1ccc(N2CCN(S(=O)(=O)c3ccc(C(=O)NCc4ccco4)cc3)CC2)cc1
  1.4, 39, -18, -11, 3, 45, -7, 0.8, 1.2

Structures from the list above that have fluorine (two):
The line under a structure holds: TRPML3 agonist, PPC-1+TRAIL kill, MDM2 E3 inh, NCF1 inh, EBV gp42 block, CHOP inh, Runt-SMMHC FRET, zfTRPN1 agonist, TNF necrop inh
COc1ccccc1N1CCN(CCCCOc2ccc(F)cc2)CC1
  0.7, 3, -26, -8, -11, 39, -2, -0.1, 3.3
FC(F)(F)c1ccccc1/C=N/Nc1ccccn1
  -1.5, 4, -5, -8, -9, 14, -1, -1.9, 5.9

Three entries from above, reformatted:
Cc1ccc(-c2csc(-c3c[nH]c4ccccc34)n2)c(C)c1
  TRPML3 agonist = 0.5	PPC-1+TRAIL kill = 12	MDM2 E3 inh = -2	NCF1 inh = -10	EBV gp42 block = 12	CHOP inh = 24	Runt-SMMHC FRET = 0	zfTRPN1 agonist = -0.4	TNF necrop inh = -15
CCn1c(SCc2ccc(Cl)cc2)nnc1-c1ccccc1
  TRPML3 agonist = -0.8	PPC-1+TRAIL kill = 15	MDM2 E3 inh = x	NCF1 inh = -5	EBV gp42 block = 1	CHOP inh = 3	Runt-SMMHC FRET = 3	zfTRPN1 agonist = -1.0	TNF necrop inh = 1.5
O=C1CCCc2c1cc(C(=O)Nc1ccc(Br)cn1)c(=O)n2-c1ccccc1
  TRPML3 agonist = 0.4	PPC-1+TRAIL kill = 7	MDM2 E3 inh = 7	NCF1 inh = -3	EBV gp42 block = -1	CHOP inh = 2	Runt-SMMHC FRET = -5	zfTRPN1 agonist = 2.7	TNF necrop inh = -4.0

Next part.
The line under a structure holds: TRPML3 agonist, PPC-1+TRAIL kill, MDM2 E3 inh, NCF1 inh, EBV gp42 block, CHOP inh, Runt-SMMHC FRET, zfTRPN1 agonist, TNF necrop inh
Cc1cc(NCCc2ccc(Cl)cc2)n2ncnc2n1
  1.6, -2, -22, -10, 3, 27, 2, 3.3, -0.1
COc1ccccc1N1CCN(C(=O)c2oc3ccc(F)cc3c2C)CC1
  0.3, -9, -17, -14, -11, 23, 5, 1.8, -5.1
CCOC(=O)Oc1ccc2oc(C)c(C(=O)OCCOC)c2c1
  0.7, -9, -13, -4, -27, -24, 1, 0.8, -3.2
CCCS(=O)(=O)C(=C(Nc1ccc(OC)cc1)Nc1ccc(OC)cc1)S(=O)(=O)CCC
  -0.9, -1, -24, -4, -24, 20, -4, -1.9, -0.6
CCNC(=O)COC(=O)c1cc(-c2ccc(OC)cc2)nc2ccccc12
  1.1, 47, -7, -21, -9, -4, -1, 2.2, -7.7
COc1cc(C2C(C#N)=C(N)Oc3n[nH]c(C)c32)cc2c1OCO2 (centres undefined)
  0.3, 5, -4, -10, -18, -12, 0, 1.2, -3.6
Cc1ccc(S(=O)(=O)N2CCC(=O)N(CCOCc3ccc(C(F)(F)F)cc3)CC2)cc1
  1.9, 14, x, 5, -4, 59, -8, 8.7, -8.3
CCOC(=O)Cc1csc(SCC(=O)Nc2cccc(Cl)c2)n1
  1.1, 4, -15, -15, -12, 28, -4, 3.9, -2.5
O=C(Nc1cccc(OC(=O)c2cccnc2)c1)c1cccnc1
  1.4, 4, -10, -19, -2, -5, -3, 0.9, -0.9
CCOC(=O)C(C)Oc1cccc2c(=O)n(CC(=O)Nc3ccc4c(c3)OCCO4)ccc12 (centres undefined)
  0.7, 6, -13, -1, -3, 25, 0, 1.1, 0.7
Cc1cccc(CCNC(=O)C2CCCN(S(=O)(=O)c3cccc4nsnc34)C2)c1 (centres undefined)
  0.5, 18, -7, 8, 8, 10, 6, 0.4, 0.8
O=C(Nc1cccc(C(F)(F)F)c1)c1scc2c1OCCO2
  0.6, -10, -12, -4, 0, -8, 0, -0.5, 0.9
Cc1nn2c(-c3ccncc3)ccnc2c1Cl
  0.2, 4, -8, -7, -11, 15, -2, 0.2, -0.6
CCOC(=O)CN(C(=O)CNC(=O)c1ccco1)C(C(=O)NC1CCCCC1)c1cccs1 (centres undefined)
  1.0, 16, 7, -8, -1, 12, 1, 2.4, -1.2
CC1(C)Cc2nc(N3CCCC3)c(C#N)cc2CO1
  0.1, 18, -8, 4, 0, 8, 2, -1.0, 1.5
O=C(c1cc(C(=O)N2CCOCC2)c2nc3ccccc3n2c1)c1ccccc1O
  0.6, 3, -8, -12, -7, -4, -6, -0.4, -1.6
CCOc1ccc(C2CC(=O)n3nc(C45CC6CC(CC(C6)C4)C5)nc3S2)cc1OC (centres undefined)
  -0.3, 12, -11, -12, -12, -38, -7, -0.5, -0.9
O=c1oc2ccccc2cc1-c1csc(Nc2ccc(O)cc2)n1
  -0.7, -8, -6, -7, -2, -72, -8, -1.1, -9.8
CCO[C@H]1OC(C(=O)N2CCOCC2)=C[C@@H](c2cn(C(C)=O)c3ccccc23)[C@@H]1CCCO
  0.3, -8, x, -3, -1, 10, -5, -0.9, 0.7
COc1cccc(CSc2nnc(CSc3nc4nc(C)cc(C)n4n3)s2)c1
  0.0, 12, -12, 2, -2, 21, 20, -0.2, 1.3
COc1ccc(-c2[nH]c(-c3ccc(C)cc3)nc2SCC(=O)Nc2nccs2)cc1
  -1.1, -2, -12, -40, -4, 23, -1, -3.4, 3.4
O=C(COc1cccc2cccnc12)NCc1cccs1
  0.6, 6, 0, 5, 9, -7, -2, -0.1, 0.7

From PubChem BioAssay
